# High-throughput results from PubChem BioAssay.
# sdo1 growth: growth rescue of sdo1-depleted yeast, primary screen, S. cerevisiae, bone marrow failure model. S. cerevisiae sdo1-depleted JHY4D growth rescue, OD600 30 h; active compounds read high; pdr5 snq2 efflux-pump mutant strain. z-score at 10 µM. actives 0.21% (n = 140,000). AID 817, 2007;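 active = z-score above 3 at both the 24 hr and the 30 hr optical density reads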;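 note: z-score against mean and SD of all compound wells on the same plate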
# Insulin prom inh: inhibitors of insulin promoter-driven GFP, primary screen, imaging, TRM-6 cells (human fetal islet line), eGFP reporter, cell count | inhibition, % at 2 µM | reporter expression induced with tamoxifen | actives 0.9% (n = 130,000);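 active = inhibition above the mean plus 3 SD, with well images judged a real hit on visual review, cut at about 60% in these data, passing the limit was not always enough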
# sdo1 growth Rescue 24 h: second read-out of sdo1 growth, no call of its own (marks repeat the call); z-score; S. cerevisiae sdo1-depleted JHY4D growth rescue, OD600; measured here: growth rescue at 24 h;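 0 is the plate mean of compound wells and units are plate SD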
# * hit, by the source's call; nt = no result given; & = joins results of further samples; [ ] = another dose, or the depositor's remark.
sdo1 growth	sdo1 growth Rescue 24 h	Insulin prom inh	smiles
-0.51	-0.46	26	O=C1N(CC(=O)N2CCc3ccccc32)CCN1Cc1ccccc1Cl
0.27	0.37	19	CCc1nn(C(C)C(=O)NC(C)CCc2ccco2)c(=O)c2cc3occc3n12 (configuration not stated)
-1.1	-0.64	-6	O=[N+]([O-])c1ccc(/C=N/Nc2nc(N3CCCCCC3)nc(N3CCCCCC3)n2)o1
-0.75	-1.6	-29	O=S(=O)(NCCOCC(F)(F)F)c1ccc2oc3ccccc3c2c1
-0.49[12.2 µM]	0.61	-22	c1ccc(-n2nnnc2Oc2ccc(-c3nnco3)cc2)cc1
-0.3	-1.2	0	COC(=O)[C@H]1C[C@@H]1[C@H](NC(=O)c1cnccn1)c1ccccc1
-1.4	-2.2	-148	O=C(NC1CCC(NC(=O)C2CCCO2)CC1)C1CCCO1 (configuration not stated)
0.6	0.51	-12	Cc1cc(=O)oc(C)c1C(=O)NCCC1=CCCCC1
0.2	0.48	-71	CCC/C(O)=C1\C(=O)CC(c2ccccc2)CC1=NCCc1c(C)[nH]c2ccccc12 (configuration not stated)
0.68	0.28	nt	O=S(=O)(/N=C(\Nc1ccc(F)cc1)C(F)(F)F)c1ccccc1
1.1	0.93	24	Cc1cccc(N2C(=N)SCC2=O)c1C
nt	nt	35	CCC(=O)NC1(Cc2ccc(O)cc2)CCCCC1
0.01	-0.37	-13	COCC(C)NC(=O)COc1ccc(Cl)cc1Cl (configuration not stated)
-1	-0.66	23	Cc1c(C(=O)Nc2ccccc2-c2ccccc2)cccc1[N+](=O)[O-]
0.56	-0.18	-36	Cc1ccc(CSc2nc3c(c(=O)[nH]2)C(c2ccncc2)C2=C(CCCC2=O)N3)cc1 (configuration not stated)
0.07	0.53	31	CC(=O)c1nn(-c2cccc(Cl)c2)cc1C(=O)c1ccco1
0.39	0.94	nt	O=C(CN1C(=O)CCC1=O)Nc1nc(-c2ccc(Oc3ccccc3)cc2)cs1
-0.31	-0.51	nt	CC(=O)Nc1cc2ccc(OC(C)=O)cc2oc1=O
-0.65	-0.84	-22	CN(C)c1ccc(C(CNC(=O)c2ccccc2Br)c2c[nH]c3ccccc23)cc1 (configuration not stated)
-0.95	-0.18	-33	Cc1ccccc1Cn1cnc2c(cnn2C(C)(C)C)c1=O
0.79	0.49	21	CN1CCN(C(=O)c2ccc(C(C)(C)C)cc2)CC1
0.8	0.97	-14	Cc1c(C(=O)N2CCN(C(=O)c3ccco3)CC2)sc2nc(-c3ccc(F)cc3)cn12
-1.7	-1.5	-25	COc1cc(/C=N/OCC(=O)NC2CCCCC2)ccc1OCc1ccccc1
0.91	1.4	-86	CN(C)CCNC(=O)/C(=C/c1ccc(-c2ccc(Cl)cc2)o1)NC(=O)c1ccccc1
-0.11	-0.19	0	CC(C)Cc1nc2ccccc2n1CCc1ccccc1
nt	nt	21	CCOP(=O)(O)c1cccc(OCCOCCOc2cccc(P(=O)(O)OCC)c2)c1
0.81	1.1	nt	CCCCC(O)(CCCC)C(=O)NN(C(=O)OCC)c1ccccc1
0.22	-0.81	36	Cc1ccc(F)cc1NC(=O)C1CCCN(c2ncccn2)C1 (configuration not stated)
0.56	0.11	29	CN1C(=O)NC(NC(=O)c2ccco2)(C(F)(F)F)C1=O (configuration not stated)
-0.41	-0.56	-11	CCN(CC)c1ccc(NC(=O)c2ccccc2F)cc1
nt	nt	-125	Cc1ccc(C(=O)OCCN(C)Cc2ccccc2)cc1
1.7	0.81	nt	O=c1c2ccccc2c(C=NC2CCS(=O)(=O)C2)c(O)n1-c1ccccc1 (configuration not stated)
0	-0.87	nt	Clc1ccc(-c2nc3ccncc3[nH]2)cc1
0.17	0.03	-486	CC1CCN(Cc2c(O)ccc3c2O/C(=C\c2ccco2)C3=O)CC1
0.48	-0.35	-450	O=C(CSCCO)N1CCc2ccccc21
0.8	-0.31	-41	CCCc1cc(SCC(=O)Nc2c(C)n(C)n(-c3ccccc3)c2=O)n2c(nc3ccccc32)c1C#N
1.2	0.07	-18	Cc1c(Cl)c([N+](=O)[O-])nn1CC(=O)N1CCc2ccccc2C1
0.41	0.39	-10	COc1cc(/C=N/NC(=O)C2(O)c3ccccc3-c3ccccc32)ccc1O
1.8	2.5	-5	CC(=O)c1cccc(NC(=O)c2cc3nc(C)cc(C)n3n2)c1
0.23	-0.43	-19	Cc1ccccc1Nc1nc(N)nc(CSc2nc3ccccc3c(=O)n2CCCO)n1
2.2	3.2	30	Cc1nc(NC(=O)c2ccccc2)sc1-c1csc(Nc2ccc(F)cc2)n1
0.11	0.15	nt	Cc1ccc(C)c(Nc2ncnc3nc[nH]c23)c1
-0.13	-0.11	nt	COc1cc(C=O)ccc1OCCOCCOc1ccccc1Cl
0.62	1.2	nt	CCCCCn1c(N)c(-c2nc3ccccc3o2)c2c([N+](=O)[O-])nn(CC)c(=O)c21
0.39	0.39	0	Cc1nc2ccc(C(=O)N3CCN(c4ccccn4)CC3)cc2s1
-2.2&-1.4	-1.4&0.19	nt	Cc1ccc(OCCn2cc(/C(N)=N/O)c3ccccc32)cc1C
-0.68	0.21	16	O=C(CN1CCN(c2nc(-c3ccccc3)cs2)CC1)NNC(=O)c1ccc(Br)cc1
1.3	1.3	nt	COC(=O)C(NC(=O)c1ccccc1)c1ccccc1 (configuration not stated)
-1.7	-0.88	-19	CCC(C)n1cnc2c(c1=O)c1nc3ccccc3nc1n2Cc1ccc(OC)cc1 (configuration not stated)
-0.98	-0.4	-4	COC(=O)c1sccc1NC(=S)N1CCC(C)CC1
1.2	3.1	-38	Cc1cc(C)nc(SCC(=O)Nc2ncc(Cc3cccc(Cl)c3)s2)n1
1	0.66	30	CCCCS(=O)CC(O)COCC (configuration not stated)
0.97	0.75	-45	COc1ccc(OC)c(S(=O)(=O)N2CCC(C(=O)NCC3CCCO3)CC2)c1 (configuration not stated)
-1.2	-0.78	-48	O=C(COc1ccccc1)Nc1ccc(CSc2ccccc2)cc1
0.9	0.25	29	CCOC(=O)c1nc2nc(C)c(Cl)c(=O)n2[nH]1
0.55	0.72	44	Cc1cc(C)n(-c2nnc(NC(C)(C)C)nn2)n1
0.12	-0.42	40	CC(C)(C)S(=O)(=O)c1c(C(=O)O)cccc1C(=O)O
0.23	0.12	25	COC(=O)[C@@]1(Cc2ccccc2)[C@H]2c3cc(C(=O)N4CCCC4)n(CCSCCO)c3C[C@H]2CN1C(=O)c1ccccc1
-0.35	-0.85	nt	Cc1cc(/C=N\NC(=O)c2cccs2)c(C)n1-c1ccc2ncccc2c1
0.27	-0.1	-22	O=C1Nc2ccccc2C(O)(C(=O)NCc2ccco2)N1c1ccc(Cl)cc1 (configuration not stated)

# In a second layout: entries from further up
SMILES	sdo1 growth	sdo1 growth Rescue 24 h	Insulin prom inh
COC(=O)c1sccc1NC(=S)N1CCC(C)CC1	-0.98	-0.4	-4
O=C1Nc2ccccc2C(O)(C(=O)NCc2ccco2)N1c1ccc(Cl)cc1 (configuration not stated)	0.27	-0.1	-22
Cc1cc(C)n(-c2nnc(NC(C)(C)C)nn2)n1	0.55	0.72	44

# 5 records drawn at random from the list so far, as already listed:
sdo1 growth	sdo1 growth Rescue 24 h	Insulin prom inh	smiles
-0.13	-0.11	nt	COc1cc(C=O)ccc1OCCOCCOc1ccccc1Cl
1	0.66	30	CCCCS(=O)CC(O)COCC (configuration not stated)
0.62	1.2	nt	CCCCCn1c(N)c(-c2nc3ccccc3o2)c2c([N+](=O)[O-])nn(CC)c(=O)c21
-0.68	0.21	16	O=C(CN1CCN(c2nc(-c3ccccc3)cs2)CC1)NNC(=O)c1ccc(Br)cc1
0.12	-0.42	40	CC(C)(C)S(=O)(=O)c1c(C(=O)O)cccc1C(=O)O

# Additional records follow.
sdo1 growth	sdo1 growth Rescue 24 h	Insulin prom inh	smiles
1	1.9	-9	COc1cccc(CNC(=S)NC2CCCC2)c1
0.14	-0.32	-17	CCc1nc(SCC(=O)NCC2CCCO2)c2oc3ccccc3c2n1 (configuration not stated)
0.27	-0.38	60	O=C(c1ccc2c(c1)N(Cc1ccccc1)C(=O)CS2)N1CCOCC1
-0.14	0.53	38	CC1CCN(C(=O)c2cc(-c3ccc(Cl)c(Cl)c3)on2)CC1
1.1	-0.02	-17	CNCc1ccccc1Sc1ccc(O)c(O)c1
1.3	0.09	18	Cc1[nH]c(=O)[nH]c(=O)c1/C=N/NC(=O)[C@H](C)NC(=O)OC(C)(C)C
-0.13	0.45	28	COc1cccc(OCCCN2CCCCC2)c1
0.73	-0.26	-75	CC(c1ccccc1)n1c(-c2ccncc2)n[nH]c1=S (configuration not stated)
0.5	-0.56	11	O=S(=O)(NCC1CCCO1)c1cc(Cl)ccc1Br (configuration not stated)
nt	nt	-85	O=C(CCC1CCCN(C(=O)Cc2cccc(F)c2)C1)N1CCN(c2ccccn2)CC1 (configuration not stated)
0.12	-0.85	42	COc1ccc(-c2csc(NC(=O)CN3C(=O)CCC3=O)n2)c(OC)c1
-1.1	-0.43	-14	Cc1ccc(NC(=O)c2ccc(NCCc3ccccc3)c([N+](=O)[O-])c2)cc1F
0.87	-0.27	96*	CC(=O)c1c(C)nc2cc(Cl)ccc2c1N
0.08	0.46	nt	COc1cccc(Nc2ccc(Nc3cccc(OC)c3)nn2)c1
-0.79	-0.47	-5	Cc1cc2cc(C)c3nnc(SCC(=O)Nc4ccc(S(=O)(=O)N5CCCCC5)cc4)n3c2cc1C
-2.1	-1.6	nt	Cc1cc(C)cc(OCCCOc2cccc3cccnc23)c1
1.6	1.6	nt	Cn1c(=O)oc2cc(S(=O)(=O)N3CCC(C(=O)N4CCc5ccccc5C4)CC3)ccc21
-1.1	-1.1	nt	Cc1ccc2ccc(S(=O)(=O)n3nc(C)cc3C)cc2c1
0.03	1.1	7	COc1ccc(C(CC(=O)Nc2ccc(C)cc2)NC(=O)C(F)(F)F)cc1 (configuration not stated)
-0.74	-0.42	14	COc1ccc(C(=O)N2CCCC(c3nc(-c4ccc(OC)c(OC)c4)no3)C2)c(OC)c1 (configuration not stated)

# Single entries from the results shown:
# sdo1 growth Rescue 24 h result of `CC1CCN(C(=O)c2cc(-c3ccc(Cl)c(Cl)c3)on2)CC1` = 0.53
# sdo1 growth result of `COc1cccc(Nc2ccc(Nc3cccc(OC)c3)nn2)c1` = 0.08
# Insulin prom inh result of `Cc1[nH]c(=O)[nH]c(=O)c1/C=N/NC(=O)[C@H](C)NC(=O)OC(C)(C)C` = 18

# The listing continues.
sdo1 growth	sdo1 growth Rescue 24 h	Insulin prom inh	smiles
0.03	-0.6	26	COc1ccc(-c2nnc3ccc(SCC(=O)Nc4nccs4)nn23)cc1OC
-1.4	-0.65	-68	COc1ccc(-c2noc(CSc3nnc(CCc4ccccc4)n3-c3ccccc3)n2)cc1OC
-0.86	-0.78	nt	O=C1C(Oc2ccccc2)C(c2cccs2)N1Cc1ccc2c(c1)OCO2 (configuration not stated)
nt	nt	-27	CCOc1ccc(S(=O)(=O)N(C)c2ccc(OCC(=O)NCC3CCCO3)cc2)cc1 (configuration not stated)
-0.93	-0.63	nt	CC(C)C(=O)N1CCN(c2ccccc2NC(=O)Cc2ccc(Cl)cc2)CC1
-1	-0.16	nt	CCC(C)c1ccc(NC(=S)Nc2ccc(OC)cc2C)cc1 (configuration not stated)
-0.3	-0.07	nt	COC(=O)c1sc2nc(CN3CCN(c4cccc(C(F)(F)F)c4)CC3)[nH]c(=O)c2c1C
0.58	-1.2	nt	COc1ccc(OCC(=O)Nc2ccc3c(c2)nc(CCN2CCOCC2)n3C)cc1
-0.45	-1	nt	O=C(NCCCN1CCOCC1)c1cc(-c2ccc(O)cc2)on1
0.64	0.62	nt	O=S(=O)(Cc1ccccc1)N1CCC(N2CCN(c3ccccc3)CC2)CC1
0.19	-0.35	-79	N#C/C(=C\c1ccc(Cl)cc1Cl)c1n[nH]c(Cn2cncn2)n1
-0.26	-0.04	nt	CC(OC(=O)CC(NC(=O)c1ccccc1Cl)c1ccccc1)C(=O)Nc1cccc(Cl)c1Cl (configuration not stated)
-0.07	-0.6	nt	C#CCOC(=O)c1ccccc1C(=O)N(CC)CC
nt	nt	13	O=C(COc1ccccc1)NCC(=O)Nc1cccc(S(=O)(=O)NC2=NCCC2)c1
nt	nt	55	Cc1cccc(N)c1-c1c(C)cccc1N
0.97	0.83	7	Cc1ccc(C(C(=O)NC(C)(C)C)N(C(=O)c2csnn2)c2cccc(F)c2)o1 (configuration not stated)
nt	nt	24	N#C/C(=C\c1ccc(Cl)c([N+](=O)[O-])c1)c1ccccn1
-0.01	-0.84	-158	CC1CCCC(C)N1C(=O)COC(=O)C(Cc1ccccc1)NC(=O)c1cccs1 (configuration not stated)
0.17	0.2	-69	CCN=C1SCC(=O)N1c1ccc(OC)cc1
-0.16	-0.11	nt	CC(C)CCNC(=O)NC(=O)CSc1nnc2ccccn12
nt	nt	-50	CCN(C(=O)CN1c2ccccc2CC1C)c1c(N)n(Cc2ccccc2)c(=O)[nH]c1=O (configuration not stated)
